High-throughput results (PubChem)
SKN-1 block: suppressors of acrylamide-induced Pgst-4::GFP reporter in worms, primary screen, SKN-1 inhibitor project, whole organism, uHTS, GFP/RFP fluorescence ratio, strain VP596. hit rate 0.49% among 360,000. inhibition, % at 21.8 µM. C. elegans VP596 Pgst-4::GFP/RFP ratio, 24 h;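 active = interference check ratio from 0.5 to 1.5 plus GFP to RFP signal ratio inhibition reaching or exceeding a fixed threshold, cut at about 30% in these data, passing the limit was not always enough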; note: some compounds called inactive have numbers as strong as hits
E coli Lon inh: inhibitors of E. coli Lon protease, primary screen, biochemical, fluorescence polarization; hit rate 0.42% among 360,000; inhibition, % at 7.94 µM; purified E. coli Lon protease; P0A9M0; AID 602123, 2011; in the data active = inhibition above about 13%, passing the limit was not always enough;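 note: 0% = enzyme with probe and DMSO and 100% = no enzyme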
FAS TE block: FAS thioesterase domain inhibitors, primary screen, biochemical, fluorescence intensity, uHTS | inhibition, % at 15 µM | hit rate 0.67% among 360,000 | AID 602261, 2012 | recombinant FAS-TE, OMFH fluorogenic substrate, fluorescence endpoint | Fatty acid synthase (Homo sapiens), P49327;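 active = compounds whose normalised, plate-corrected inhibition of enzyme fluorescence in the single-dose primary screen is 50% or more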;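 note: 0% = DMSO with enzyme and 100% = substrate without enzyme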
MT1-MMP act inh: blockers of MT1-MMP proenzyme processing, primary screen, HT1080 RFP-PRO-GFP cells, GFP/RFP fluorescence; GFP/RFP ratio fluorescence, overnight; percent of plate control window, DMSO zero; GFP/RFP ratio change, % at 20 µM; hit rate 0.061% among 360,000;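 active = GFP/RFP ratio change of at least 30% with cell ATP level not reduced by more than half and red fluorescence within 50% of control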; note: strong numbers were not always called active
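Test system: HT1080 RFP-PRO-GFP cells; Benchmarks: DMSO and RFP-L50D-GFP cell wells; Timing: cells overnight before dosing, compound overnight, 37 °C, 5% CO2; Compound: one 20 µM compound dose with 1% DMSO; Read-out: GFP/RFP fluorescence ratio.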
CendR NRP1 mod: modulators of CendR peptide binding to NRP-1, primary screen, biochemical, fluorescence polarization, uHTS; hit rate 0.85% among 360,000; Neuropilin-1 (Homo sapiens), O14786; FAM-RPARPAR peptide binding to NRP-1; inhibition, % at 25 µM;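 active = inhibition or corrected inhibition above about 18%, plus a signal ratio from 0.5 to 1.5, limit read from the data, passing the limit was not always enough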; note: strong numbers were not always called active
Target sequence (O14786 whole entry, looked up): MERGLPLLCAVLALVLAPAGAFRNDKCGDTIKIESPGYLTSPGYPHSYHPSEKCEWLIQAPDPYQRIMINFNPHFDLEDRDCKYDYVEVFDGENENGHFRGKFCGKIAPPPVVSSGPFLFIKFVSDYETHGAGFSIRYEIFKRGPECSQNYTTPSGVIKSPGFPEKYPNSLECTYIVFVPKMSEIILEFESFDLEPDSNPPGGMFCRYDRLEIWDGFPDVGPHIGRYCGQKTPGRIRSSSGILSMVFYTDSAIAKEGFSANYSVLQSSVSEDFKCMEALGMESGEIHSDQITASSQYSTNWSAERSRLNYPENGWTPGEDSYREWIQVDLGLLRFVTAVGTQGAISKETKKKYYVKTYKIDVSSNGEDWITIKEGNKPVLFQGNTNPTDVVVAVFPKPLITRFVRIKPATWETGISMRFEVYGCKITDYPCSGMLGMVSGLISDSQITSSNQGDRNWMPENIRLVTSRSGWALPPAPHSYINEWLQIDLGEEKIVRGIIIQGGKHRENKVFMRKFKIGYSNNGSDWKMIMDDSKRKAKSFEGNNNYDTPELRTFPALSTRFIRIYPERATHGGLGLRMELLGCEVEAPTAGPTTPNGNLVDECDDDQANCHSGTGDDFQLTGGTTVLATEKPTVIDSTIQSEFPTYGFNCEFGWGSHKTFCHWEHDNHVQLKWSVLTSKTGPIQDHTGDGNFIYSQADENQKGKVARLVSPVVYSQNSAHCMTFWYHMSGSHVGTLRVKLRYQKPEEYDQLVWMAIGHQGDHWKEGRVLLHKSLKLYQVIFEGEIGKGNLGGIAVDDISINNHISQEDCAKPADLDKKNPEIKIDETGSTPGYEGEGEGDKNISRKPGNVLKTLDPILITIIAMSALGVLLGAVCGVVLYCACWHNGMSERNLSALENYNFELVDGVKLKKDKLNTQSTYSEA
Tb MetRS inh: T. brucei MetRS inhibitors, primary screen, biochemical, luminescence; methionyl-tRNA synthetase (Trypanosoma brucei brucei); purified T. brucei MetRS, ATP depletion, Kinase-Glo luminescence; inhibition, % at 11.9 µM; hit rate 0.4% among 360,000; AID 624268, 2012;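 active = inhibition above a per-plate cutoff of the control wells' mean inhibition plus 3 SD, cut at about 5.5% in these data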;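 note: 0% = DMSO wells median and 100% = median of wells with control inhibitor compound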
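Assay system: T. brucei methionyl-tRNA synthetase, purified | Medium: HEPES buffer with MgCl2, KCl, DTT, spermine, BSA, pyrophosphatase | Compound: 11.9 µM single point | Incubation: 15 min enzyme-compound preincubation, 2 h reaction, 10 min detection, 25 °C | Measured by: Kinase-Glo luciferase luminescence reporting remaining unconsumed ATP | Measure: % inhibition normalized to control-well medians | Replication: Singlicate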
MsrA act: bovine MsrA enzyme activators, primary screen, biochemical, absorbance, HTS; purified bovine MsrA, absorbance read-out; activation, % at 10.6 µM; hit rate 0.3% among 360,000; in the data active = activation above about 7.5%;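 note: 0% = vehicle and 100% = reference activator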
MsrA inh: bovine MsrA enzyme inhibitors, primary screen, biochemical, absorbance, HTS | purified bovine MsrA, absorbance read-out | inhibition, % at 15.5 µM | hit rate 0.75% among 360,000 | AID 651718, 2012; in the data active = inhibition above about 4.5%;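 note: 0% = vehicle wells with enzyme and 100% = reference inhibitor wells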
PABP1 MLLE inh: inhibitors of PABP1 MLLE–PAM2 peptide binding, primary screen, biochemical, fluorescence polarization, FITC-PAM2, GST-MLLE | inhibition, % at 20 µM | hit rate 0.36% among 360,000 | Polyadenylate-binding protein 1 (Homo sapiens), P11940; in the data active = inhibition above about 35%, passing the limit was not always enough;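 note: plate controls were DMSO wells with GST-MLLE for no effect and wells lacking GST-MLLE protein for full effect; some results filed as inactive read as strong as hits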
* hit, by the source's call. Not a hit list; about 4% have a hit in one of these screens.

A first look, 2 compounds:
Screening C=CC(c1ccccc1)C(C(=O)c1ccccc1)N(C)C (stereo not given) returned SKN-1 block -13, E coli Lon inh -4, FAS TE block 5, MT1-MMP act inh -1, CendR NRP1 mod 6, Tb MetRS inh -0.4, MsrA act -7, MsrA inh -0.9 and PABP1 MLLE inh 4.
CCCOc1ccc(N2C(=O)CC(SC(=N)N3N=C(c4ccccc4)CC3c3ccccc3)C2=O)cc1 (stereo not given) was read as SKN-1 block 15, E coli Lon inh 4, FAS TE block 69*, MT1-MMP act inh -12, CendR NRP1 mod -8, Tb MetRS inh 0.4, MsrA act -3, MsrA inh 0.6 and PABP1 MLLE inh -1.

Main list, from the start:
Screening C=CC(c1ccccc1)C(C(=O)c1ccccc1)N(C)C (stereo not given) returned SKN-1 block -13, E coli Lon inh -4, FAS TE block 5, MT1-MMP act inh -1, CendR NRP1 mod 6, Tb MetRS inh -0.4, MsrA act -7, MsrA inh -0.9 and PABP1 MLLE inh 4.
CCCOc1ccc(N2C(=O)CC(SC(=N)N3N=C(c4ccccc4)CC3c3ccccc3)C2=O)cc1 (stereo not given) was read as SKN-1 block 15, E coli Lon inh 4, FAS TE block 69*, MT1-MMP act inh -12, CendR NRP1 mod -8, Tb MetRS inh 0.4, MsrA act -3, MsrA inh 0.6 and PABP1 MLLE inh -1.
COc1ccc(NC(=O)[C@@H]2CCCN2S(=O)(=O)c2ccc(Cl)cc2)cc1 was read as SKN-1 block -1, E coli Lon inh -2, FAS TE block -1, MT1-MMP act inh 1, CendR NRP1 mod -2, Tb MetRS inh -0.5, MsrA act -4, MsrA inh -0.3 and PABP1 MLLE inh -8.
Screening COc1ccc(CCNC(=O)CSc2nc(C)nc3c2c(=O)n(C)c(=O)n3C)cc1OC returned SKN-1 block -12, E coli Lon inh -9, FAS TE block -7, MT1-MMP act inh 4, CendR NRP1 mod 7, Tb MetRS inh -1.7, MsrA act -5, MsrA inh -1.3 and PABP1 MLLE inh 12.
Oc1c(Cl)cc(Cl)cc1/C=N/Nc1ncc(Br)cn1 was read as SKN-1 block -4, E coli Lon inh -3, FAS TE block 9, MT1-MMP act inh 5, CendR NRP1 mod 38*, Tb MetRS inh 0.1, MsrA act -8, MsrA inh 2.5 and PABP1 MLLE inh -4.
Screening CSc1ccccc1NC(=O)Cc1ccc(Br)cc1 returned SKN-1 block 14, E coli Lon inh 3, FAS TE block -2, MT1-MMP act inh 0, CendR NRP1 mod 10, Tb MetRS inh -0.8, MsrA act -7, MsrA inh 0.2 and PABP1 MLLE inh -1.
Screening CC1(CCc2ccc3c(c2)OCO3)NC(=O)c2ccccc2N1 (stereo not given) returned SKN-1 block 6, E coli Lon inh -5, FAS TE block -3, MT1-MMP act inh -1, CendR NRP1 mod -1, Tb MetRS inh 0.3, MsrA act -1, MsrA inh 0.2 and PABP1 MLLE inh 3.
For Cc1ccsc1C1NC(=O)c2c(sc3c2CCN(C)C3)N1 (stereo not given) the results were SKN-1 block 27, E coli Lon inh -134, FAS TE block -10, MT1-MMP act inh -49, CendR NRP1 mod -88, Tb MetRS inh -0.1, MsrA act -3, MsrA inh 2.4 and PABP1 MLLE inh -19.
Screening Cc1cc(C(=O)OCC(=O)NC(C)c2ccc(F)cc2)c(C)o1 (stereo not given) returned SKN-1 block 6, E coli Lon inh -6, FAS TE block 8, MT1-MMP act inh 1, CendR NRP1 mod -7, Tb MetRS inh -0.2, MsrA act 0, MsrA inh -1.1 and PABP1 MLLE inh -2.
CC(C)C[C@H](NC(=O)c1[nH]cnc1C(=O)N[C@@H](C)C(=O)OC(C)(C)C)C(=O)OC(C)(C)C was read as SKN-1 block -3, E coli Lon inh 3, FAS TE block 7, MT1-MMP act inh -10, CendR NRP1 mod -10, Tb MetRS inh -0.2, MsrA act 1, MsrA inh 0.8 and PABP1 MLLE inh 13.
For O=S(=O)(NC1=NCCCCC1)c1ccc(F)cc1 the results were SKN-1 block -8, E coli Lon inh 7, FAS TE block -10, MT1-MMP act inh 0, CendR NRP1 mod 3, Tb MetRS inh -0.6, MsrA act -7, MsrA inh -1.1 and PABP1 MLLE inh 4.
Cn1c(=O)c2c(ncn2CCC(=O)N/N=C/c2cccnc2)n(C)c1=O was read as SKN-1 block 28, E coli Lon inh -2, FAS TE block -6, MT1-MMP act inh -1, CendR NRP1 mod 8, Tb MetRS inh -0.3, MsrA act -3, MsrA inh -0.9 and PABP1 MLLE inh 8.
Cc1ccc(NS(=O)(=O)c2ccc(C(=O)NCc3ccc(S(N)(=O)=O)cc3)cc2)cc1 was read as SKN-1 block 13, E coli Lon inh -10, FAS TE block -1, MT1-MMP act inh 5, CendR NRP1 mod 11, Tb MetRS inh 0.0, MsrA act -4, MsrA inh -0.1 and PABP1 MLLE inh -6.
For COc1ccc(CC(=O)OCC(=O)N2CCCC(C)C2)cc1 (stereo not given) the results were SKN-1 block 22, E coli Lon inh 2, FAS TE block -2, MT1-MMP act inh 0, CendR NRP1 mod -2, Tb MetRS inh 0.2, MsrA act 1, MsrA inh 0.3 and PABP1 MLLE inh -1.
O=C(COC(=O)c1cccc(Br)c1)NCCc1ccccc1 was read as SKN-1 block -4, E coli Lon inh -8, FAS TE block -9, MT1-MMP act inh 3, CendR NRP1 mod 9, Tb MetRS inh -0.3, MsrA act -4, MsrA inh -0.6 and PABP1 MLLE inh 15.
Screening O=[N+]([O-])c1ccc(NN=Cc2ccc3c(c2)OCO3)nc1 returned SKN-1 block -9, E coli Lon inh -11, FAS TE block 2, MT1-MMP act inh -3, CendR NRP1 mod -15, Tb MetRS inh -0.2, MsrA act -1, MsrA inh 0.8 and PABP1 MLLE inh -12.
For CCOC(=O)/C(C#N)=c1/s/c(=C2\C=Cc3ccccc3N2CC)c(=O)n1CC the results were SKN-1 block 17, E coli Lon inh 5, FAS TE block -6, MT1-MMP act inh 2, CendR NRP1 mod 0, Tb MetRS inh -1.1, MsrA act -6, MsrA inh 0.1 and PABP1 MLLE inh -72.
For COc1ccc(C/C(N)=N/OC(=O)c2cccc([N+](=O)[O-])c2)cc1 the results were SKN-1 block 0, E coli Lon inh 0, FAS TE block 54*, MT1-MMP act inh 1, CendR NRP1 mod 6, Tb MetRS inh -0.9, MsrA act -3, MsrA inh -0.1 and PABP1 MLLE inh 0.
For Cc1ccc(C)c(S(=O)(=O)Nc2ccc3[nH]c(=O)[nH]c3c2)c1 the results were SKN-1 block 14, E coli Lon inh -2, FAS TE block -5, MT1-MMP act inh 3, CendR NRP1 mod 5, Tb MetRS inh 1.4, MsrA act -2, MsrA inh 0.4 and PABP1 MLLE inh -5.
`N#Cc1ccccc1Oc1ccc(S(=O)(=O)N2CCCCC2)cn1` gave SKN-1 block 9, E coli Lon inh -6, FAS TE block 9, MT1-MMP act inh 8, CendR NRP1 mod 2, Tb MetRS inh -0.5, MsrA act -6, MsrA inh 0.1 and PABP1 MLLE inh 13.
Screening COc1ccc(C(=O)N2CCCN(C)CC2)cc1S(=O)(=O)N1CCCc2ccccc21 returned SKN-1 block 17, E coli Lon inh -9, FAS TE block -7, MT1-MMP act inh -4, CendR NRP1 mod 9, Tb MetRS inh 0.8, MsrA act 1, MsrA inh -1.1 and PABP1 MLLE inh 6.
Screening C(=N\Nc1nnnn1-c1ccccc1)/c1ccncc1 returned SKN-1 block -2, E coli Lon inh -4, FAS TE block -13, MT1-MMP act inh 5, CendR NRP1 mod 5, Tb MetRS inh 0.6, MsrA act -2, MsrA inh 0.5 and PABP1 MLLE inh -7.
For O=C(CSc1nnc(-c2ccccn2)n1Cc1ccco1)Nc1ccc2c(c1)OCO2 the results were SKN-1 block -5, E coli Lon inh -6, FAS TE block -1, MT1-MMP act inh 0, CendR NRP1 mod -22, Tb MetRS inh -0.2, MsrA act -2, MsrA inh -0.6 and PABP1 MLLE inh -9.
For Cc1[nH]nc(Nc2ccc(C(C)C)cc2)c1[N+](=O)[O-] the results were SKN-1 block 4, E coli Lon inh -2, FAS TE block 6, MT1-MMP act inh 5, CendR NRP1 mod 7, Tb MetRS inh -0.1, MsrA act -2, MsrA inh 0.0 and PABP1 MLLE inh -2.
For O=C1C2CC=CCC2C(=O)N1CC(=O)N(Cc1ccccc1)C1CCS(=O)(=O)C1 (stereo not given) the results were SKN-1 block -2, E coli Lon inh 4, FAS TE block -5, MT1-MMP act inh 0, CendR NRP1 mod -4, Tb MetRS inh -0.6, MsrA act -2, MsrA inh 0.8 and PABP1 MLLE inh -20.
Cc1ccc(-c2csc(NC(=O)CN3CCOCC3)n2)cc1 was read as SKN-1 block 14, E coli Lon inh 3, FAS TE block -2, MT1-MMP act inh -4, CendR NRP1 mod 4, Tb MetRS inh -0.2, MsrA act -1, MsrA inh 2.5 and PABP1 MLLE inh 3.
For O=C(Nc1cccc2ccccc12)c1cnccn1 the results were SKN-1 block 2, E coli Lon inh 2, FAS TE block -7, MT1-MMP act inh -1, CendR NRP1 mod -4, Tb MetRS inh -0.1, MsrA act 2, MsrA inh 1.0 and PABP1 MLLE inh 8.
For CC(C)CCN1CCC[C@]2(N[C@H](c3ccc(C(F)(F)F)cc3)[C@@H]3C(=O)N(Cc4ccccc4)C(=O)[C@@H]32)C1=O the results were SKN-1 block -2, E coli Lon inh -1, FAS TE block 30, MT1-MMP act inh 7, CendR NRP1 mod 7, Tb MetRS inh -0.9, MsrA act 7, MsrA inh -0.3 and PABP1 MLLE inh 4.
`COc1ccc(C(=O)N/C(=C\c2cccc3ccccc23)C(=O)N2CCN(C)CC2)cc1OC` gave SKN-1 block -3, E coli Lon inh -8, FAS TE block 1, MT1-MMP act inh 0, CendR NRP1 mod 7, Tb MetRS inh 0.8, MsrA act -3, MsrA inh 0.0 and PABP1 MLLE inh -4.
CC(C)NC(=O)Nc1cccc2c1O[C@H](CN(C)C(=O)NC(C)C)[C@@H](C)CN([C@H](C)CO)C2=O was read as SKN-1 block 5, E coli Lon inh 4, FAS TE block -8, MT1-MMP act inh 1, CendR NRP1 mod 7, Tb MetRS inh 0.1, MsrA act 0, MsrA inh -0.2 and PABP1 MLLE inh -16.
Screening Cc1nc2c(-c3ccc(F)cc3)cnn2c2c1CCC2 returned SKN-1 block 7, E coli Lon inh 3, FAS TE block 2, MT1-MMP act inh 2, CendR NRP1 mod 6, Tb MetRS inh -0.7, MsrA act -6, MsrA inh 0.8 and PABP1 MLLE inh 6.
Screening Cc1sc(=NC(=O)c2ccco2)n(C)c1-c1ccccc1 returned SKN-1 block 13, E coli Lon inh -7, FAS TE block -3, MT1-MMP act inh 0, CendR NRP1 mod -15, Tb MetRS inh -0.6, MsrA act -7, MsrA inh 4.5 and PABP1 MLLE inh -8.
For COc1ccc(N2CCN(C(=S)Nc3cccc(C)c3)CC2)cc1 the results were SKN-1 block 12, E coli Lon inh 6, FAS TE block -8, MT1-MMP act inh 1, CendR NRP1 mod 1, Tb MetRS inh 0.5, MsrA act -3, MsrA inh 0.9 and PABP1 MLLE inh -102.
